# Source: PubChem BioAssay (several laboratories)
# ASAP1 inh – blocks human ASAP1-stimulated Arf1 GTP hydrolysis | Q9ULH1 | GDP FP detection | inhibition, % at 16.5 µM | 0.19% of 360,000 active; in the data active = inhibition above about 25%;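 also: 0% = vehicle with enzyme and substrate and 100% = no enzyme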
# Target sequence (Q9ULH1 325-724 limits assumed): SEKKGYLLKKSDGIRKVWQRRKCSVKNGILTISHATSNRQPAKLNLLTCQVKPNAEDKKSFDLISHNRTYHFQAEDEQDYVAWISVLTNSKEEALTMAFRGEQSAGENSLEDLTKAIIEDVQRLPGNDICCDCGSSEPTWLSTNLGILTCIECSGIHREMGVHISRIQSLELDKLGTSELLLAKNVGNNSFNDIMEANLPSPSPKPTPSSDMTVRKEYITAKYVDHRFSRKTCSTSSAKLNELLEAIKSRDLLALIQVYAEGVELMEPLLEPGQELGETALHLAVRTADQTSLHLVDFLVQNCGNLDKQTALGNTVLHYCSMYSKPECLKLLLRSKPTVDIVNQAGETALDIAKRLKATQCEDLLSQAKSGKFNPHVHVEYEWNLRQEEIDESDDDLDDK
# KLK7 zymogen act – proKLK7 (human) activation, primary screen; AID 652039; activation, % at 7 µM; purified proKLK7, EDANS-DABCYL substrate fluorescence; 100% is mature enzyme control, 0% vehicle; 0.9% of 370,000 active;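 active = activation above the mean of all tested compounds plus 3 SD, computed per campaign excluding outliers beyond control limits, cut at about 13% in these data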
# Target sequence (P49862 whole entry, looked up): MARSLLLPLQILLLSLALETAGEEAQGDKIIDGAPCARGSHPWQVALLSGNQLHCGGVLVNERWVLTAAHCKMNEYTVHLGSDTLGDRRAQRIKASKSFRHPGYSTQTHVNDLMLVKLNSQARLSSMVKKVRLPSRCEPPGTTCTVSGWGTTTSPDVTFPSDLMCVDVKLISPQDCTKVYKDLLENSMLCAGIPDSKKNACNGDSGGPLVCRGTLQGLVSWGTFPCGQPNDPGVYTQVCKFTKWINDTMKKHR
# Tn6 DDE FP – inhibitors of Tn6 peptide binding to human fibrin DD(E); 0.21% of 370,000 active; inhibition, % at 8.3 µM; P02675; Fibrin DD(E) TRITC-Tn6 fluorescence polarization displacement;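 active = inhibition above a per-campaign cutoff: mean of compounds within control limits plus 3 SD, cut at about 15% in these data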;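 also: 0% = median of all compound wells on the plate and 100% = blocking peptide control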
# NPR1 activator – GC-A (human) enzyme activation; AID 1671463; HEK293 GC-A cells, cGMP TR-FRET, EC30 ANP; 0% at EC30 ANP, 100% saturating ANP; 0.14% of 370,000 active; activation, % at 10 µM; P16066; in the data active = activation above about 40%
# HGIII-sPLA2 inh – Inhibits HGIII-sPLA2 liposome hydrolysis, primary screen; Q9NZ20; QFRET BODIPY PC-A2 liposome hydrolysis, fluorescence; inhibition, % at 12.2 µM; 0.56% of 370,000 active; AID 743126;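 active = inhibition above mean plus 3 SD of compounds lying within the high and low control bounds, cut at about 19% in these data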;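 also: 0% = median of test compound wells and 100% = no enzyme DMSO wells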
# rCAG binder – r(CAG) repeat RNA binding. TO-PRO-1 dye displacement fluorescence. inhibition, % at 3 µM. 1.3% of 370,000 active. AID 651821;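 active = inhibition above the plate cutoff, the mean of all test compounds on that plate plus 3 SD, cut at about 35% in these data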;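 also: 0% = DMSO alone and 100% = 100 µM mitoxantrone as full dye displacement; higher means more dye released from RNA so lower well fluorescence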
# ARFGAP1 inh – inhibitors of rat ARFGAP1; Q62848; Arfgap1-stimulated ARF1 GTP hydrolysis, GDP FP detection; 0.26% of 360,000 active; inhibition, % at 16.5 µM;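 active = inhibition above a per-plate limit, mean inhibition of low control wells plus 3 SD, cut at about 25% in these data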;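 also: 0% = DMSO wells with enzyme and 100% = wells lacking Arfgap1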
# Target sequence (Q62848 1-136 limits assumed): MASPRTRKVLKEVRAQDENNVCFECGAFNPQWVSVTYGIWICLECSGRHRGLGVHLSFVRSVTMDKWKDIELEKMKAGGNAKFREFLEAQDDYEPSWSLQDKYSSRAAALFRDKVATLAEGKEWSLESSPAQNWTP
#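 Replicates: Single well per compound | Assay system: Truncated rat Arfgap1 GAP domain | Control set: No-Arfgap1 wells (100%) versus DMSO full-reaction wells (0%) | Times: Enzyme reaction 120 min at 25 °C after 20 min preincubation | Reagent: Human ARF1(Δ1-17)-GTP substrate | Measured by: Tracer-displacement fluorescence polarization with EDTA stop, 620/688 nm | Measure: Percent inhibition of Arfgap1-stimulated GTP hydrolysis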
# ADAM10 inh – ADAM10 inhibition, QFRET primary screen; O14672; recombinant ADAM10, EDANS/DABCYL FRET peptide cleavage, 3 h; inhibition, % at 7 µM; 0.62% of 370,000 active; AID 720582;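 active = inhibition above a per-campaign cutoff equal to the mean of compounds falling between control-based bounds plus 3 SD, cut at about 20% in these data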;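 also: 0% = DMSO wells while the 100% control is not disclosed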
# NPR2 activator – GC-B (human) receptor activation; activation, % at 10 µM; HEK293-GC-B cells, CNP EC30, cGMP TR-FRET; 0% at EC30 CNP, 100% saturating CNP; AID 1920062; 0.11% of 370,000 active; P20594;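 active = activation at 10 µM reaching about 35% in either raw or pattern-adjusted values, limit read from the data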
# GAA850 FXN act – activators of GAA850 frataxin (FXN) promoter. HEK293 lucGAA850 FXN promoter luciferase reporter, 24 h; percent of 10 µM SAHA response. activation, % at 6 µM. 0.56% of 360,000 active. AID 540364;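 active = activation above the average of all compounds screened plus 3 SD, cutoff fixed separately per campaign, cut at about 7.5% in these data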;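 also: 0% = DMSO wells and 100% = 10 µM SAHA wells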
# Active calls of the source: *; . = not tested or not shown. The order is random. Share with any hit: about 4.5%.
SMILES,ASAP1 inh,KLK7 zymogen act,Tn6 DDE FP,NPR1 activator,HGIII-sPLA2 inh,rCAG binder,ARFGAP1 inh,ADAM10 inh,NPR2 activator,GAA850 FXN act
O=C1Nc2ccc(Br)cc2C1Cc1ccccc1F (stereo not given),2.0,-0.2,4.6,-8.8,-31.4,3.4,-2.6,12.0,-8.2,0.7
Cn1c(=O)n(C)c2cc(S(=O)(=O)NCCO)ccc21,-2.1,-0.2,-2.0,-0.6,0.8,0.8,-12.9,1.1,4.0,1.0
CCCC[C@@H]1C(=O)N2N=Cc3cc(C)c(C)cc3[C@H]2N2N=Cc3cc(C)c(C)cc3[C@@H]12,.,0.3,-7.6,-3.6,20.5*,8.9,.,-1.4,8.5,.
COc1ccc2cc(CN(CC3CCCO3)C(=S)Nc3ccccc3)c(=O)[nH]c2c1 (stereo not given),0.3,0.7,-1.5,-4.5,-13.2,2.1,-7.8,-6.6,0.1,-5.0
CCCn1c(SCC(=O)Nc2ccc3c(c2)OCCO3)nnc1-c1ccco1,10.0,-0.1,-6.4,-0.7,-6.2,0.9,-5.8,2.6,2.0,-0.9
Nc1nonc1-n1nnc(C(=O)N/N=C/c2cccnc2)c1-c1cccs1,-1.9,0.4,-9.5,-2.4,-5.6,-0.2,-7.1,-4.2,-2.9,-2.3
COc1ccc(NC(=O)N(C)[C@H]2C[C@H]3c4[nH]c5ccccc5c4CCN3C[C@H]2[C@H](C)O)cc1,6.5,2.0,-4.7,1.1,12.9,2.4,-2.9,-50.9,-0.3,1.0
COc1ccc(OCc2nnc(SCC(=O)N3CCCCC3)o2)cc1,-1.0,-0.2,-7.1,1.1,-1.8,-4.9,-3.7,7.1,0.5,0.4
CCOC(=O)C1(Cc2ccccc2C)CCCN(Cc2ccc(NC(C)=O)cc2)C1 (stereo not given),0.6,0.0,0.9,-4.8,-10.0,-13.1,-5.2,4.9,2.1,-2.2
COc1ccc(N2CCN(C(=O)CCC(=O)N3CC(C)Oc4ccc(C)cc43)CC2)cc1 (stereo not given),1.5,0.5,-8.0,-5.8,12.6,0.6,2.4,-10.5,-4.1,-0.9
COCCNC(=O)CN(C(=O)CCC(=O)Nc1ccccn1)c1cc(C)ccc1C,-3.1,0.2,7.2,-3.5,8.2,-4.3,14.7,6.1,0.3,1.1
NC(=O)c1ccc(CSc2nc3ccccc3s2)cc1,-0.3,0.0,-6.2,-0.8,-0.6,-0.5,-3.1,4.8,2.8,7.1
O=C(CCc1ccccc1)Nc1nc2nc(-c3ccccc3)cc(=O)n2[nH]1,-3.2,-0.2,2.0,-4.2,-4.0,18.8,-4.7,3.1,3.2,3.8
O=C(NCCc1ccccc1)C1CCC(=O)N(Cc2cccc(C(F)(F)F)c2)C1 (stereo not given),4.4,0.0,-11.1,-0.9,2.7,-10.2,0.8,-13.2,-1.1,0.4
COCCNC(=O)c1cc2c(c(-c3cccc(-c4cccc(OC)c4)c3)n1)[C@H](CCO)N(S(=O)C(C)(C)C)C2 (stereo not given in full),7.2,-0.1,5.2,-0.1,-14.0,6.9,11.9,-16.3,-8.1,.
Clc1ccccc1CSc1nnc(-c2ccncc2)o1,8.7,-0.1,-1.4,4.7,1.3,-0.8,10.8,-5.4,3.0,3.2
Nc1c(-c2ccccc2)cnn1-c1cccc(Cl)c1,8.1,-0.2,3.2,4.4,0.1,-4.4,1.3,-3.8,5.7,2.9
COCc1nnc(NC(=O)c2ccc(S(=O)(=O)N3CCOCC3)cc2)o1,1.2,0.7,3.2,6.2,-0.3,4.4,-4.3,-0.2,6.7,-1.0
Nc1nc(-c2ccc(Br)cc2)c(S(=O)(=O)c2ccccc2)s1,2.2,-0.1,0.0,-4.6,-12.6,0.4,11.8,5.4,-7.1,2.5
O=C(CN(CCc1ccccc1)C(=O)c1csnn1)NCc1ccc(F)cc1,-8.1,0.1,-8.3,3.8,10.0,1.8,26.8*,-2.2,1.0,0.7
Cc1cc(NC(=O)COn2nnc3ccc(S(C)(=O)=O)cc32)ccc1Br,9.9,0.3,-5.5,-4.2,-28.9,12.6,11.6,14.4,-8.5,1.8
CCOC(=O)C1CCCN(c2c(NCCN(CC)c3ccccc3)c(=O)c2=O)C1 (stereo not given),-14.9,-0.4,-4.7,-0.6,0.3,-1.2,-4.7,14.1,-2.9,-0.7
Cc1cc(C)c(C)c(S(=O)(=O)Nc2ccccc2N2CCOCC2)c1C,4.6,0.4,2.2,-14.7,-0.5,2.4,-0.3,-2.9,-8.7,0.6
CCNC(=O)C1(C)CCN(C(=O)c2cccnc2SC)C1 (stereo not given),-2.2,-0.5,3.0,2.8,6.9,2.5,5.7,-2.5,-1.6,-0.2
CC(C)(C)NC(=O)CN(C(=O)CNC(=O)c1cccs1)c1ccccc1F,0.5,0.2,-0.2,3.3,4.9,-1.0,-7.2,-8.7,2.0,-0.9
O=C(CCSCc1ccccc1Cl)N1CCN(c2ccccn2)CC1,-0.1,0.7,0.9,-0.1,-0.1,-3.7,8.1,9.3,-3.6,3.7
CCOC(=O)N1C(=O)[C@](c2ccc(Cl)cc2)(C(C)C)N1C(=O)OCC,-14.6,-0.2,-0.6,-12.6,6.9,-8.3,-1.0,4.5,-13.2,4.1
Cn1c(N)c(C(C[N+](=O)[O-])c2c(F)cccc2Cl)c(=O)n(C)c1=O (stereo not given),1.5,0.2,-5.5,-1.0,5.4,3.0,0.8,-0.2,1.9,4.0
CC(NC(=O)NCc1cccnc1)(C(F)(F)F)C(F)(F)F,9.4,0.7,5.7,12.1,3.2,0.6,0.6,-1.5,5.1,-2.1
COc1cc(C=NCC2OCCc3ccccc32)cc(OC)c1 (stereo not given),17.0,-1.0,-0.2,5.0,20.2*,-1.6,5.3,-10.7,-0.1,-1.4
CCCn1c(N)[n+](CC(=O)c2ccco2)c2ccccc21,-5.6,0.0,-2.4,1.9,-6.0,0.9,-8.4,-0.4,4.5,-1.2
Cc1c(-n2c(SCC(=O)O)nnc2-c2ccccc2Br)c(=O)n(-c2ccccc2)n1C,-0.3,0.0,1.1,-1.1,3.2,-0.3,3.6,-2.8,-5.2,0.2
C#CCOC(=O)CCCN1C(=O)c2cccc3cccc(c23)C1=O,-18.3,3.2,5.6,5.5,18.9,1.0,-16.8,-293.9,2.8,4.2
CCCC1(C(=O)O)NC(c2cccc(OC)c2O)C2C(=O)N(c3ccccc3)C(=O)C21 (stereo not given),7.3,0.3,3.3,5.9,-0.7,1.6,10.7,-2.8,0.9,-1.2
COc1ccc(CCNC(=O)CCS(=O)(=O)c2ccc(C)cc2)cc1OC,-7.1,-0.5,-7.3,-2.3,11.9,-0.7,17.2,11.0,4.9,0.4
Oc1ccc(CN2CCN(Cc3ccccc3)CC2)c2cccnc12,-2.7,-0.1,-1.6,-1.8,4.0,-0.2,0.4,13.2,2.0,1.2
CCCc1c(-c2ccc(Cl)cc2)ncn1Cc1cccc(-c2ccccc2)c1,7.1,1.6,-3.4,-6.2,-9.6,6.1,-16.9,2.8,-0.9,.
CC1=NNC(=O)/C1=C\c1cn(-c2ccccc2)nc1-c1cccs1,8.7,0.2,-2.5,-8.8,-15.8,15.1,-12.9,4.0,-10.2,-0.6
Cc1ccc2c(c1)sc(=NC(=O)C1CC1)n2C,-3.7,0.3,1.3,-0.1,11.8,-6.1,1.4,-5.9,3.7,4.0
CCCCCNCc1ccc(Br)cc1,-7.6,0.3,-2.8,-16.2,-6.9,3.4,4.4,-0.2,-12.9,1.0
C=CCNC(=O)CN(C(=O)Cc1ccc(Cl)cc1)c1cccc(Br)c1,.,-0.4,10.7,-29.5,-1.8,2.1,.,8.1,-25.4,.
O=C(COc1ccc(Cl)cc1)NCCN1CCCCC1,1.6,0.3,5.1,-1.6,1.7,-1.7,9.2,0.5,-0.2,-1.7
Clc1ccc(CN2CCN(N=Cc3cccc(OCc4ccccc4)c3)CC2)cc1,.,-0.2,-6.2,4.7,4.2,0.4,.,-2.6,-12.8,.
O=C(Nc1ccncc1)c1ccc(N2CCCC2=O)cc1,-16.7,0.1,-6.0,2.4,-0.8,0.7,8.7,1.8,-1.2,0.6
CC(C)[C@H](NC(=O)OC(C)(C)C)C(=O)N/N=C/c1cccc2nccnc12,-9.5,-0.5,-7.3,-2.6,1.3,-7.6,-3.8,-4.4,-3.5,2.6
COc1ccc(NC2=C(Cl)C(=O)N(CCc3ccccc3)C2=O)cc1,18.2,-0.3,-8.7,5.0,3.4,-0.4,3.5,4.9,-2.9,3.4
COc1ccc(NC(C)=O)cc1C,0.2,-0.1,2.2,2.7,2.6,1.5,-5.6,-0.5,3.0,1.5
CCOC(=O)C1=C2c3ccc4ccccc4c3CC(C)(C)N2C(=O)C1=O,-4.9,11.4,3.6,-0.1,14.9,-0.7,-4.7,-36.1,1.3,0.4
Cc1ccc(NC(=O)c2ccc(Cl)c(S(=O)(=O)N3CCCCCC3)c2)nc1,5.7,-0.3,3.7,3.5,0.5,-1.6,2.9,0.9,-1.6,-1.1
CS(=O)(=O)c1ccc(C(=O)Nc2nc(-c3ccco3)c(-c3ccco3)s2)cc1,-13.6,0.1,-10.2,-7.8,-20.5,88.4*,-22.9,8.0,-3.7,0.4
Oc1ccc(C[C@@H]2CNCCN2CCc2cccc3ccccc23)cc1,8.2,-0.4,4.0,-1.9,-0.9,9.6,10.3,-0.4,-8.1,0.3
CCOC(=O)N1CCN(c2cc(=O)n(Cc3ccc(F)cc3)c(=O)[nH]2)CC1,3.0,-0.1,1.1,0.5,1.7,-1.9,4.9,0.4,5.1,-2.1

# Reformatted: entries from further up.
# Values in the order: ASAP1 inh | KLK7 zymogen act | Tn6 DDE FP | NPR1 activator | HGIII-sPLA2 inh | rCAG binder | ARFGAP1 inh | ADAM10 inh | NPR2 activator | GAA850 FXN act
> C=CCNC(=O)CN(C(=O)Cc1ccc(Cl)cc1)c1cccc(Br)c1
    . | -0.4 | 10.7 | -29.5 | -1.8 | 2.1 | . | 8.1 | -25.4 | .
> O=C(COc1ccc(Cl)cc1)NCCN1CCCCC1
    1.6 | 0.3 | 5.1 | -1.6 | 1.7 | -1.7 | 9.2 | 0.5 | -0.2 | -1.7
> Clc1ccc(CN2CCN(N=Cc3cccc(OCc4ccccc4)c3)CC2)cc1
    . | -0.2 | -6.2 | 4.7 | 4.2 | 0.4 | . | -2.6 | -12.8 | .
> O=C(Nc1ccncc1)c1ccc(N2CCCC2=O)cc1
    -16.7 | 0.1 | -6.0 | 2.4 | -0.8 | 0.7 | 8.7 | 1.8 | -1.2 | 0.6
> CC(C)[C@H](NC(=O)OC(C)(C)C)C(=O)N/N=C/c1cccc2nccnc12
    -9.5 | -0.5 | -7.3 | -2.6 | 1.3 | -7.6 | -3.8 | -4.4 | -3.5 | 2.6
> COc1ccc(NC2=C(Cl)C(=O)N(CCc3ccccc3)C2=O)cc1
    18.2 | -0.3 | -8.7 | 5.0 | 3.4 | -0.4 | 3.5 | 4.9 | -2.9 | 3.4
> COc1ccc(NC(C)=O)cc1C
    0.2 | -0.1 | 2.2 | 2.7 | 2.6 | 1.5 | -5.6 | -0.5 | 3.0 | 1.5
